Screens deposited in PubChem by National Center for Advancing Translational Sciences (NCATS).
pAkt inh = HTS Assay for Inhibitors of Akt Phophorylation: Primary Screen | activity change, % for hits at 50 µM | 360,000 compounds, 0.32% hits | Neuro2A IGF-stimulated pAkt S473 HTRF, 20 min; active compounds read low | AID 651550, 2012; in the data active = activity change below about -80%; inconclusive = mostly about -51% to -80%; also: % is scaled to controls: 0 for no effect and ±100 for the full control effect
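Single-point screen (50 µM final compound) in Neuro2A cells stimulated 20 min with 6 nM IGF at 37 deg C. After lysis, Ser473-phosphorylated Akt read by HTRF (ex 330 nm, em 615/665 nm) as the 665/615 ratio.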
PTHR1 ag = qHTS for PTHR1 Agonists: Primary Screen; Potency, µM (titrated, usually from 115 µM), inactives show top-dose activation, usual class: activators; Parathyroid hormone/parathyroid hormone-related peptide receptor (Homo sapiens), Q03431; AID 743266, 2014; HEK293 GP2 PTHR1 cells, GloSensor cAMP luminescence, 1 h; 410,000 compounds, 0.075% hits; also: potency is read from the fitted curve at half-maximal effect; nearly all actives have a fitted effect of over 55% in size; some results filed as inactive show a strong effect at the top dose; inactives centre near -15; many of its hits are not listed in these tables
Target sequence (Q03431 whole entry, looked up): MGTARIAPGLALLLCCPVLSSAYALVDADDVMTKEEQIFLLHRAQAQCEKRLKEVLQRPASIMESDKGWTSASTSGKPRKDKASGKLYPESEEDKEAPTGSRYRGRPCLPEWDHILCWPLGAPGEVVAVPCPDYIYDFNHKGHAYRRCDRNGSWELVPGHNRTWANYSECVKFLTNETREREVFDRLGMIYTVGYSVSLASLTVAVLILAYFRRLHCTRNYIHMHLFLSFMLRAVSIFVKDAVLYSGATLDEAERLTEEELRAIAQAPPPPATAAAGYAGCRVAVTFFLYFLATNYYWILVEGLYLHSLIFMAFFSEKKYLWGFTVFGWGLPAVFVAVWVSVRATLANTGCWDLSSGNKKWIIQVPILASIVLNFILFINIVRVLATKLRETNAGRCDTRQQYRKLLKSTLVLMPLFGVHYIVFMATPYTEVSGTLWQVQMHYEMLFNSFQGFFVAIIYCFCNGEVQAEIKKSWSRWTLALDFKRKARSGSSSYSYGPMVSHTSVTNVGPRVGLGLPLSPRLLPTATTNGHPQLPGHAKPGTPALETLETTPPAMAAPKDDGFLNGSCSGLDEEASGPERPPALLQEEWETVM
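HEK-293-derived GP2 cells expressing PTHR1 and a GloSensor cAMP reporter, 3,000/well, plated overnight, given luciferin plus IBMX (each 0.5 mM as added) for 1 h at 37 °C, then compound for 1 h at 37 °C. Luminescence was read after 15 min at room temperature.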
EPAC2 ag = qHTS for Agonist of cAMP-regulated guanine nucleotide exchange factor 4 (EPAC2): primary screen | Rap guanine nucleotide exchange factor 4 (Homo sapiens), Q8WZA2 | EPAC2 activation, biochemical qHTS; response scale: 100% = 6.5 mM cAMP response | Potency, µM (doses to about 154 µM), without a hit: at the highest dose activation, usual class: activators | 360,000 compounds, 0.079% hits; also: potency is read from the fitted curve at half-maximal effect; nearly all actives have a fitted effect of over 50% in size
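In this primary screen, activation is scored as increased exchange of BODIPY-GDP from Rap1B by 100 nM EPAC2, with 50 uM GDP as competitor. Signal is normalized to the 6.5 mM cAMP agonist control.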
DRD3 antagonist = qHTS of D3 Dopamine Receptor Antagonist: qHTS; D(3) dopamine receptor (Homo sapiens), P35462; D3R cells, DiscoveRx beta-arrestin luminescence, antagonist mode; active compounds read low; max response, negative = inhibition, %; 360,000 compounds, 2.5% hits; AID 652054, 2013; in the data active = max response below about -50%; inconclusive = no clear call, values can overlap the other calls; also: % is scaled to controls: 0 for no effect and ±100 for the full control effect; mostly tested at two doses, the higher about 12 µM
Target sequence (P35462 whole entry, looked up): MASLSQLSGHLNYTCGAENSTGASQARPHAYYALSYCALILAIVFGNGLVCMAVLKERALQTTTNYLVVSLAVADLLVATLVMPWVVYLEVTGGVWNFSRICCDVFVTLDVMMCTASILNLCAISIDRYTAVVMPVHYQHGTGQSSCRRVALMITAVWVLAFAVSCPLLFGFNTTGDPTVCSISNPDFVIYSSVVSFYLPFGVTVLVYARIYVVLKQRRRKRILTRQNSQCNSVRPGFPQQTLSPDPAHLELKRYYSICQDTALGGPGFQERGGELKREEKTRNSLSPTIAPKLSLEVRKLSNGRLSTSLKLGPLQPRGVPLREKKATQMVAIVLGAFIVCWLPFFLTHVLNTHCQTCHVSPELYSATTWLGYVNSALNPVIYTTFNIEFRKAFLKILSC
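Cells plated overnight at 1500 cells/well, then exposed to library compounds with dopamine controls for 90 minutes at 37 degrees C. DiscoveRx reagent added for 30–60 minutes at room temperature; luminescence read, quantitative HTS format.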
Mm-Cpn inhibitor = Inhibitors of TCP-1 ring complex (TRiC) of Methanococcus maripaludis (MmCpn): qHTS | Chaperonin Mm-Cpn (Methanococcus maripaludis) | Potency, µM (series often up to 76.9 µM), for the others: at the top dose activity, negative = inhibition, actives largely listed as inhibitors | purified Mm-Cpn ATPase, ADP Transcreener TR-FRET | 330,000 compounds, 0.031% hits; also: potency is read from the fitted curve at half-maximal effect; % is scaled to controls: 0 for no effect and ±100 for the full control effect; nearly all actives have a fitted effect of over 80% in size
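ATP (10 uM final) was added to archaeal chaperonin (25 nM final) after 10 min exposure to test compound at 37°C; after 30 min further incubation, ADP was detected by competitive TR-FRET.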
EPAC2 antagonist = qHTS for Antagonist of cAMP-regulated guanine nucleotide exchange factor 2 (EPAC2): primary screen; EPAC2 GEF exchange of Rap1B-BODIPY-GDP, fluorescence; 360,000 compounds, 0.18% hits; Potency, µM (series often up to 114 µM), without a hit: at the top dose activity, negative = inhibition, usual class: inhibitors; Rap guanine nucleotide exchange factor 4 (Homo sapiens), Q8WZA2; also: potency is read from the fitted curve at half-maximal effect; % is scaled to controls: 0 for no effect and ±100 for the full control effect; nearly all actives have a fitted effect of over 45% in size; many of its hits are not listed in these tables
DRD3 agonist = qHTS of D3 Dopamine Receptor Agonist: qHTS; D3R DiscoveRx beta-arrestin cells, luminescence, 90 min; max activation, %; 410,000 compounds, 0.58% hits; AID 652048, 2013; in the data active = max activation above about 30%; also: 0% is about no effect; mostly tested at two doses, the higher about 12 µM
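Agonist mode: compounds and dopamine controls were applied to plated cells for 90 min at 37 degrees C after an overnight attachment at 1500 cells/well. Luminescent read-out followed 30 - 60 minutes at room temperature with DiscoveRx detection reagent.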
CCT chaperon mod = High-Throughput Screening for Modulators of Cytosolic Chaperonin Activity; purified chaperonin ATPase assay, HTRF ADP detection, 30 min; activity change, % (test concentration not listed), hits read low; 360,000 compounds, 0.3% hits; in the data active = activity change below about -30%; also: % is scaled to controls: 0 for no effect and ±100 for the full control effect
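We incubate TRiC, 40 or 20 nM final, with library compounds at 76 uM and 10 uM ATP for 30 min at 37 °C. ADP formed is detected with Transcreener HTRF reagents after 30 min at room temperature.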
An asterisk follows results filed as active; i = inactive; u = inconclusive; x = no result given; [ ] = dose if it differs, or a comment. Unless noted, calls follow the shape of the dose curve; as a rule, active = well fitted curve in the direction sought with a large enough effect; inconclusive = small, poorly fitted or top-dose-only effect, or another doubt; inactive = no such curve, though single readings can be large; an effect the other way counts as inactive or inconclusive. Some of the compounds tested (hit frequency here may not be typical).

SMILES	pAkt inh	PTHR1 ag	EPAC2 ag	DRD3 antagonist	Mm-Cpn inhibitor	EPAC2 antagonist	DRD3 agonist	CCT chaperon mod
Cc1cc(CSc2ccccc2C(=O)O)on1	i	i	3.5%	1.7	1.2%	3.5%	3.6	-1.6
Cc1cc(C(F)(F)F)nn1CC(=O)NNC(=S)Nc1ccc(F)cc1	i	-2.2%	-5.7%	u	-0.4%	-2.5%	-3.9	-0.4
O=C(Nc1cccc(C(=O)O)c1)/C(=C\c1ccccc1)NC(=O)c1ccc(Br)o1	i	5.7%	5.7%	-22.0	x	-0.6%	-2.3	0.2
COCCCn1cc(C(=O)c2cc(OC)ccc2OCC(=O)Nc2cc(C)on2)cc(C#N)c1=O	i	-5.8%[57.5 µM]	-6.3%	-8.8	1.3%	-1.5%	5.4	-4.3
CN(C)N1C(=O)CC(N2CCCCC2)C1=O (stereo not drawn)	i	i	3.7%	7.8	0.2%	1.3%	-3.1	-2.8
CN(C)C(CNC(=O)c1c(F)cccc1Cl)c1ccco1 (stereo not drawn)	i	5.1%	2.4%	-5.5	-2.4%	19.0%	-5.5	-0.5
CCCCc1nc(C(N)=O)c2[nH]c(=O)n(-c3ccc(OC)c(OC)c3)c2n1	i	-3.9%	-7.1%	1.4	-2.0%	-1.0%	3.5	-2.6
c1ccc(Cc2noc(CN3CCC(CN4CCOCC4)CC3)n2)cc1	i	-8.7%	2.4%	-3.5	-3.9%	21.8%	-7.4	2.0
Cc1c(NS(=O)(=O)c2cccc(C(=O)Nc3ccc(SC(F)F)cc3)c2)c(=O)n(-c2ccccc2)n1C	i	-29.6%	1.5%	0.0	x	1.6%	33.5*	1.4
C/C(=N/N=C(/C)c1cccs1)c1cccs1	i	-64.1%[inhibitor]	10.4%	-8.8	-2.6%	u	-8.8	1.5
Cc1nc2ccccc2n1Cc1ccccc1	i	-47.9%[inhibitor]	4.2%	26.3	1.2%	-7.8%	3.5	0.4
O=C(Nc1c(C(=O)N2CCOCC2)cnn1-c1ccccc1)c1ccccc1F	i	-23.5%	-0.8%	7.2	0.0%	2.8%	27.9	-3.7
O=C1C=C(c2ccc(-c3ccccc3)c(F)c2)C[C@@H](c2ccc(F)cc2)C1	i	i	0.3%	2.0	-3.5%	-0.5%	-8.1	-0.2
Cc1ccc(Sc2ncccc2C(=O)O)c(C)c1	i	0.9%	-7.5%	-0.8	2.2%	2.7%	2.1	-0.1
CN(C)c1cc(-c2ccc(Cl)cc2)oc(=O)c1Cl	i	-18.0%	6.3%	5.5	0.7%	-5.1%	13.9	-1.0
Cc1nonc1N1CCN(Cc2cn[nH]c2-c2ccc(F)cc2F)CC1	i	-2.4%	-0.3%	-10.9	-2.6%	2.2%	4.8	-1.7
COc1ccc(CNC(=O)Cn2ccc3cc(S(=O)(=O)N4CCCC4)ccc32)cc1OC	i	-6.2%	4.9%	16.0	-1.3%	-2.6%	0.0	1.3
CCOCCCNC(=O)C1CCN(Cc2ccc(OCc3ccccc3)c(OC)c2)CC1	i	-39.2%[inhibitor]	1.4%	4.2	-13.1%	7.2%	-2.5	0.3
Cn1c(NCc2cccnc2)nc2c1c(=O)n(Cc1ccccc1F)c(=O)n2C	i	i	-1.7%	35.5	1.6%	1.5%	20.0	-5.2
Cc1c(CCC(=O)O)c(=O)oc2cc3occ(-c4ccc(F)cc4)c3cc12	i	u	7.2%	16.1	1.5%	-16.1%	1.5	-0.2
CCOC(=O)N1CCC(n2c(SCC(=O)OCc3ccccc3)nc3ccsc3c2=O)CC1	i	18.2%[57.5 µM]	8.0%	-12.2	-2.0%	-4.9%	1.1	0.2
Cc1cccc(N(Cc2nnc3n2CCCCC3)C(=O)Nc2ccccc2)c1	i	-13.8%	5.7%	-14.9	1.4%	-1.7%	-4.4	1.2
NC(=NC(=O)c1ccc(Cl)cc1)N1N=CCC1c1ccccc1 (stereo not drawn)	i	-57.3%[inhibitor]	2.0%	3.2	-4.6%	-10.8%	1.3	-2.2
Nc1nc2c(s1)CCCCCCCCCC2	i	-16.1%	10.3%	-12.9	1.1%	-25.0%	4.5	1.5
CS(=O)(=O)n1nc(OC(=O)c2cc(Br)ccc2Cl)cc1N	i	i	7.2%	-11.8	0.2%	-5.9%	-1.2	-2.7
CCOc1cc(CNCc2ccccn2)cc(Cl)c1OCC	i	i	-3.4%	-21.2	1.4%	2.2%	-5.9	-2.0
O=C(N/C(=C/c1ccccc1)C(=O)N1CCOCC1)c1ccc([N+](=O)[O-])cc1	i	i	3.5%	15.9	4.4%	13.8%	5.0	-0.7
O=S(=O)(c1ccc(F)cc1)N1CCN(c2ncnc3c2cnn3-c2ccccc2)CC1	i	i	8.9%	3.2	-1.6%	-3.2%	-3.1	-2.4
COc1cccc2cc(C(C)N(CCCN3CCOCC3)C(=S)Nc3cccc(C)c3)oc12 (stereo not drawn)	i	-40.0%[inhibitor]	20.7%	u	0.4%	-8.0%	-13.3	-1.3
O=C(Cn1cnc2c(nnn2-c2ccccc2)c1=O)NCc1ccc(F)cc1	i	-5.3%	4.3%	10.7	2.9%	1.6%	-2.4	1.4
O=C(Nc1cccc(-c2ccc(N3CCOCC3)nn2)c1)c1ccc(F)cc1F	i	-40.4%[inhibitor]	0.0%	0.7	-0.2%	22.9%	-3.0	-0.2
COc1cccc(NC(=S)N(CCC(C)C)C(C)c2ccncc2)c1 (stereo not drawn)	i	-2.0%	3.2%	-10.7	0.9%	-3.5%	-0.9	-0.3
CC(C)=C1C2CCC1C1C(=O)N(c3nccs3)C(=O)C21 (stereo not drawn)	i	i	4.9%	8.1	-3.1%	-0.7%	1.7	0.7
CCc1nc2c(OCc3ccc(C(=O)OC)cc3)cccn2c1N(C)C(=O)c1ccc(C)cc1	i	-2.3%	23.1%	-15.8	x	u	-5.3	-2.0
CC1CCCCN1C(=O)c1ccc(Br)o1 (stereo not drawn)	i	i	-1.5%	19.3	-0.3%	-2.0%	11.0	-1.4
CCCOc1ccc(NC(=O)C2CC(=O)N3CCCN=C3S2)cc1 (stereo not drawn)	i	i	-2.3%	-9.8	1.0%	12.4%	7.1	0.2
COc1ccc(C(C)=O)cc1COc1cc(C)c(Cl)c(C)c1	i	i	5.1%	-2.5	-1.7%	-7.9%	-4.7	-0.9
CC(OC(=O)CCc1nc2ccccc2c(=O)[nH]1)C(=O)Nc1ccc2c(c1)OCO2 (stereo not drawn)	i	-23.8%	12.2%	5.1	-1.0%	-5.1%	-0.6	-3.2
COc1ccc(COC(=O)C2=C(C)NC(=O)NC2c2ccc(F)cc2)cc1 (stereo not drawn)	i	-32.2%[inhibitor]	4.4%	3.3	1.3%	-2.2%	5.1	-8.1
CCOc1ccc(N=C2SCCCN2C(=O)c2c(CC)noc2C)cc1	i	i	6.2%	4.8	-2.5%	0.4%	-2.8	-0.6
O=C(CSc1ncccn1)N(Cc1cccnc1)C(CCc1ccccc1)c1nc2ccccc2[nH]1 (stereo not drawn)	i	-17.6%	-0.5%	-25.6	x	-14.2%	1.8	-3.4
COc1ccc(CN(C)C2CCN(C)CC2)cc1OC	i	i	1.1%	-0.5	0.0%	1.4%	1.3	-0.5
CCOC(=O)[C@H]1[C@H]2COc3cc(OC)ccc3[C@@H]2N2C(=O)c3ccc(F)cc3NC(=O)[C@@]12C	i	-9.6%	3.9%	u	-9.4%	1.0%	-15.3	-0.6
Oc1ccc(Cl)cc1C=Nc1ccc(Br)cc1	i	-15.5%	0.1%	-3.7	3.7%	4.0%	8.5	-1.1
Oc1cccc2oc(=S)[nH]c12	i	i	1.1%	-12.8	x	0.9%	-5.4	-0.4
O=CN(Cc1nc2ccccc2[nH]1)c1ccc(C(=O)O)cc1	i	-1.0%	9.3%	1.1	x	5.1%	-2.1	-1.5
CCSc1nnc(NC(=O)[C@@H](NC(=O)c2cc(OC)cc(OC)c2)C(C)C)s1	i	i	2.2%	10.9	0.3%	3.3%	-1.0	-2.7
CCOc1ccc(-n2c(-c3ccccc3)nnc2-c2ccccc2)cc1	i	u	6.4%	-0.2	-4.1%	12.6%	-10.8	1.0
CN(C)S(=O)(=O)c1cccc(C(=O)c2nccn2C)c1	i	i	4.3%	-14.8	-2.5%	9.8%	0.2	-3.7
COc1ccc(C(=O)CC(=O)c2ccc(C)cc2)c(O)c1	i	-1.1%	5.8%	-5.3	-13.2%	-1.6%	-26.7	2.5
COc1ccc(C2CC(c3ccccc3OC(=O)/C=C/c3ccccc3)=NN2C(C)=O)cc1 (stereo not drawn)	i	i	18.8%	7.4	-14.7%	-22.8%	-1.7	-2.5
CC(NC(=O)Cn1c(=O)oc2cc(S(=O)(=O)N3CCCC3)ccc21)c1ccccc1 (stereo not drawn)	i	-24.0%	-0.7%	5.4	-3.8%	3.3%	-7.3	0.4
O=C(CSc1ncccn1)NC(=O)NCc1ccccc1	i	-11.8%[57.5 µM]	-8.1%	-11.7	0.2%	19.5%	-6.9	-0.1
OCCN1CCOCCN(CCO)CCOCC1	i	1.3%	7.8%	u	-0.9%	-10.2%	-0.4	2.8
O=C(CNC(=O)c1ccc(Br)o1)Nc1cccc(-c2cnc3ccccc3n2)c1	i	-22.5%[57.5 µM]	7.3%	-20.2	4.1%	-2.7%	-3.0	-1.1
Cc1ccc(S(=O)(=O)N/N=C/c2ccc(OCC(=O)NC(C)C)cc2)cc1	x	i	-0.4%[15.6 µM]	-10.9	x	-4.8%	-5.6	-2.1
